DAX1 inh-1 = NR0B1 (DAX1) inhibition. HEK293 Gal4-DAX1 luciferase reporter, luminescence. AID 504766. actives 0.99% (n = 340,000). inhibition, % at 6.75 µM. P51843;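 active = inhibition above the mean over all tested compounds plus 3 SD, cut at about 4.2% in these data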;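 note: 0% = DAX1-transfected cells with DMSO and 100% = empty-vector control cells with DMSO; inhibition shows as a rise in luminescence from relieved DAX1 repression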
ADAM17 inh = inhibits human ADAM17 | recombinant ADAM17, EDANS/DABCYL FRET peptide cleavage | P78536 | actives 0.83% (n = 370,000) | inhibition, % at 6.95 µM | AID 720648;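 active = inhibition above the mean of compounds lying between control limits plus 3 SD, set per campaign, cut at about 8.5% in these data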;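 note: 0% = DMSO-only wells as the low control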
hgDAF-12 ag = hgDAF-12 agonism, primary luciferase screen | HEK293 GAL4-hgDAF12 UAS-luciferase reporter, agonist luminescence; normalized to butyrate control | activation, % at 6.8 µM | actives 1.8% (n = 370,000) | AID 687014;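 active = activation above a cutoff set at the mean of all screened compounds plus 3 SD, cut at about 10% in these data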;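 note: 0% = DMSO wells and 100% = sodium butyrate wells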
HGIII-sPLA2 inh = Inhibits HGIII-sPLA2 liposome hydrolysis, primary screen | Q9NZ20 | QFRET BODIPY PC-A2 liposome hydrolysis, fluorescence | inhibition, % at 12.2 µM | actives 0.56% (n = 370,000) | AID 743126;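 active = inhibition above mean plus 3 SD of compounds lying within the high and low control bounds, cut at about 19% in these data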;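 note: 0% = median of test compound wells and 100% = no enzyme DMSO wells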
Target sequence (Q9NZ20 whole entry, looked up): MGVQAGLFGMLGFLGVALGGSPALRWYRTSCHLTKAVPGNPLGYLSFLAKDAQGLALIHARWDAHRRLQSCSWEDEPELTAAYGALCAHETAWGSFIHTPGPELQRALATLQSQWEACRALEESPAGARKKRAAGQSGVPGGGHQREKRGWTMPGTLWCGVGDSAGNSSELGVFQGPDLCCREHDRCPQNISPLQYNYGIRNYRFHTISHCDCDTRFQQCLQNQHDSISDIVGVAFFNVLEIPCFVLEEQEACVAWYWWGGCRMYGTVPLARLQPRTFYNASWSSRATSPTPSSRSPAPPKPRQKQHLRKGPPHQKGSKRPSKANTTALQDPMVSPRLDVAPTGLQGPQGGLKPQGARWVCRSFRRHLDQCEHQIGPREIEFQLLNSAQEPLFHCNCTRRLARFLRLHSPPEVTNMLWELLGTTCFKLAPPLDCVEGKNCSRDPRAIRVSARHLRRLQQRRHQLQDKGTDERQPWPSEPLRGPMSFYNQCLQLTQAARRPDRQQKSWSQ
DAX1 inh-2 = blocks DAX1 repression of SF-1 activated StAR promoter; HEK293T StAR-luciferase reporter, SF-1/DAX-1 repression relief; inhibition, % at 6.8 µM; actives 1.1% (n = 370,000); AID 652010;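 active = inhibition above the mean over all tested compounds plus 3 SD, cut at about 3.6% in these data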;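 note: 0% = DAX-1 cells with DMSO and 100% = cells lacking DAX-1 with DMSO; higher inhibition means more luminescence from relief of DAX-1 repression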
ADAM10 inh = inhibitors of human ADAM10. recombinant ADAM10, EDANS/DABCYL FRET peptide cleavage, 3 h. inhibition, % at 7 µM. actives 0.62% (n = 370,000). AID 720582;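 active = inhibition above a per-campaign cutoff equal to the mean of compounds falling between control-based bounds plus 3 SD, cut at about 20% in these data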;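 note: 0% = DMSO wells while the 100% control is not disclosed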
Target sequence (O14672 214-748 limits assumed): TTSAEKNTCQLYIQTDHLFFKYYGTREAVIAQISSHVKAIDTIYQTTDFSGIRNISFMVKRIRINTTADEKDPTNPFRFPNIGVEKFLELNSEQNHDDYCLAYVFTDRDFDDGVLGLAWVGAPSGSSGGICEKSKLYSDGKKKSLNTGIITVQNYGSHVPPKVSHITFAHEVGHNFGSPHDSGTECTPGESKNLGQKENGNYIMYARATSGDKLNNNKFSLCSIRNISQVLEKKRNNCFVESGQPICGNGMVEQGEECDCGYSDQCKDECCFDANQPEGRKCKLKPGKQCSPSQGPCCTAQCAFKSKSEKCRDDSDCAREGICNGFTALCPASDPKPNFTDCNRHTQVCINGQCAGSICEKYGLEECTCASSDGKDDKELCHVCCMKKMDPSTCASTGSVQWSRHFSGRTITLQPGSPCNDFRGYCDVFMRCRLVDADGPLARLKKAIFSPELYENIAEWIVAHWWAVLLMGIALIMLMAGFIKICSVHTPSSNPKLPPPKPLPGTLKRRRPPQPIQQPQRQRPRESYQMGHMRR
PLC-gamma1 inh = inhibitors of human phospholipase C gamma1; P19174; purified PLC-gamma1, fluorogenic substrate, fluorescence; inhibition, % at 12.2 µM; actives 0.84% (n = 370,000); AID 720700; in the data active = inhibition above about 9.5%
hcDAF-12 act = activators of H. contortus DAF-12 nuclear receptor | HEK293 hcDAF-12 lit1-tk-luc reporter, luminescence; 0% DMSO, 100% Δ7-dafachronic acid | activation, % at 6.8 µM | actives 1.4% (n = 370,000) | AID 652067;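 active = activation above the mean of all tested compounds plus 3 SD, cut at about 5.5% in these data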;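 note: 100% = response to 3 µM Δ7-dafachronic acid high control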
GAA850 FXN act = frataxin GAA850 promoter activation; HEK293 lucGAA850 FXN promoter luciferase reporter, 24 h; percent of 10 µM SAHA response; actives 0.56% (n = 360,000); activation, % at 6 µM;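 active = activation above the average of all compounds screened plus 3 SD, cutoff fixed separately per campaign, cut at about 7.5% in these data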;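 note: 0% = DMSO wells and 100% = 10 µM SAHA wells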
ssDAF-12 act = activators of S. stercoralis DAF-12 nuclear receptor | HEK293 ssDAF-12/GRIP1 lit1-tk-luc reporter, luminescence; % of 3 µM dafachronic acid response | activation, % at 6.8 µM | actives 1% (n = 370,000) | AID 652126;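 active = activation above the mean over all tested compounds plus 3 SD, cut at about 0.9% in these data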;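 note: 0% = DMSO-only wells and 100% = 3 µM delta7-dafachronic acid wells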
PLC-beta3 inh = PLC-beta3 (human) inhibition, primary screen; Q01970; Purified PLC-beta3, fluorogenic substrate, fluorescence; inhibition, % at 12.2 µM; actives 0.18% (n = 370,000); AID 720704; in the data active = inhibition above about 11%;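 note: 0% = median of compound wells on plate and 100% = full blocker control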
* marks the source's active call; other numbers are inactive results; i = inactive; · = no result given.

The first two records, to show the layout:
SMILES	DAX1 inh-1	ADAM17 inh	hgDAF-12 ag	HGIII-sPLA2 inh	DAX1 inh-2	ADAM10 inh	PLC-gamma1 inh	hcDAF-12 act	GAA850 FXN act	ssDAF-12 act	PLC-beta3 inh
CCOc1ccc(S(=O)(=O)N2CCCCC2)cc1NC(=O)c1cccnc1OCC	0.0	-8	1.2	13	-0.3	-7	-1	-0.6	-1.2	-0.5	-3
O=C(CC1C(=O)NCCN1C(=O)Nc1ccccc1)Nc1cccc(Cl)c1 (stereo unspecified)	2.9	-3	-1.2	-7	-0.4	-10	0	-0.3	1.5	-1.3	-12

The listing, repeating the preview:
SMILES	DAX1 inh-1	ADAM17 inh	hgDAF-12 ag	HGIII-sPLA2 inh	DAX1 inh-2	ADAM10 inh	PLC-gamma1 inh	hcDAF-12 act	GAA850 FXN act	ssDAF-12 act	PLC-beta3 inh
CCOc1ccc(S(=O)(=O)N2CCCCC2)cc1NC(=O)c1cccnc1OCC	0.0	-8	1.2	13	-0.3	-7	-1	-0.6	-1.2	-0.5	-3
O=C(CC1C(=O)NCCN1C(=O)Nc1ccccc1)Nc1cccc(Cl)c1 (stereo unspecified)	2.9	-3	-1.2	-7	-0.4	-10	0	-0.3	1.5	-1.3	-12
O=C(CCCN1C(=O)/C(=C\c2cccs2)SC1=S)Nc1cc([N+](=O)[O-])ccc1O	1.9	-4	-1.0	7	0.2	-4	0	-2.2	-0.1	-0.5	-4
CS(=O)(=O)NN1C(=O)c2ccccc2NC12CCCC2	0.2	-310	3.9	-1	0.6	i	-482	-0.6	1.0	-1.1	i
CCCCC(=O)Nc1nc2c(OC)ccc(OC)c2s1	0.1	-4	-1.4	8	-0.3	-8	-20	-0.8	-1.3	-1.1	-21
COc1cc(-c2c(CCO)sc3ccccc23)cc(OC)c1OC	·	2	-0.4	1	1.0	6	2	-2.2	·	-1.4	-1
CNC(=S)NNc1nncc2ccccc12	0.4	-5	-1.5	4	1.2	-5	-3	1.0	0.8	-1.2	-6
Cc1noc(C)c1COC(=O)CNC(=O)c1cccc(F)c1	-0.3	0	-1.8	1	0.7	-6	1	0.1	2.8	-0.8	3
O=S1(=O)N[C@@H](c2ccccc2)COc2cc(Br)ccc21	0.3	0	-0.7	-4	-0.7	-2	4	-1.8	-2.0	-0.1	1
CC(C)(C)CN1CCNC(=O)C1CC(=O)NCCc1cnn(-c2ccccc2)c1 (stereo unspecified)	0.8	-5	-3.1	-8	-0.7	-10	-9	-1.3	2.8	-0.7	-14
O=C(NCCc1c[nH]c2ccccc12)C(=O)NCC1OCCN1S(=O)(=O)c1ccc(F)cc1 (stereo unspecified)	1.3	-1	3.5	-84	-0.9	-16	6	2.6	1.2	-0.5	-4
CCCc1n[nH]c2c1C(=O)C(C(=O)OC)C(C)(C)C2 (stereo unspecified)	0.5	-7	-0.2	2	2.0	-3	-2	-0.8	1.5	-1.5	1
Cc1ccc(-c2cc(-c3ccccc3)nc(NN)n2)cc1	0.1	-12	1.4	-1	-0.4	-32	-22	0.5	0.0	-0.3	-25
COc1cccc(-c2cc(C(=O)Nc3cc(C)on3)no2)c1	0.0	-3	1.0	0	1.0	-1	1	2.9	-1.4	-1.4	3
COC(=O)c1ccc(-n2c(C)cc(C(=O)COC(=O)CNS(=O)(=O)c3ccc(C)cc3)c2C)cc1	-1.3	2	-0.5	-22	-0.6	1	3	1.1	-1.2	-1.2	-4
Cc1cccc(Cn2cc(CN3CC(N(C)CCCOC(=O)c4cc5ccccc5o4)CS3(=O)=O)nn2)c1 (stereo unspecified)	·	2	2.1	-15	0.6	8	0	0.8	·	-0.3	2
N#Cc1nccnc1S(=O)(=O)c1cccs1	·	-13	-1.7	9	-1.3	-44	-2	3.1	·	-1.4	-7
COc1ccc(C(=O)Oc2coc(CSc3nnc(NC(=O)c4cccs4)s3)cc2=O)cc1	-1.0	1	-2.3	-35	0.3	7	-6	0.1	2.1	-0.1	-6
CC1=C(C(=O)N2CCOCC2)CC(CC(=O)NCCN2CCOCC2)C(=O)N1CCC1=CCCCC1 (stereo unspecified)	1.9	-4	-0.1	5	-0.9	-3	3	-1.6	0.5	-0.8	1
O=c1[nH]c2c(n(C3CCCCC3)c1=O)CCC2	-0.7	-2	5.2	4	-0.1	-10	-1	1.3	3.4	0.3	-1
CC(=O)Nc1ccc2c(COC(=O)[C@H](C)N3C(=O)C4CCCCC4C3=O)cc(=O)oc2c1 (stereo partly specified)	1.8	i	-0.3	-4	0.0	i	-329	0.3	0.1	-1.2	-459
CSC1=NCCN1C(=O)c1ccc(S(=O)(=O)N2CCCCC2)cc1	1.7	-1	0.0	2	-0.4	-9	1	0.7	-0.1	-1.9	1
Cc1ccc(S(=O)(=O)N2CCOCC2)cc1NC(=O)COC(=O)CCc1c[nH]c2ccccc12	-0.7	2	1.4	-96	-0.7	3	0	2.1	1.3	-0.6	1
COc1ccc2nc(Nc3nc4cc5c(cc4s3)OCCO5)sc2c1	0.7	-116	2.3	18	0.1	-303	-167	2.7	4.7	-0.5	-210
Cc1cccc(NC(=O)C(=O)NCCCc2ccccc2)c1	·	0	9.7	9	1.6	3	-2	0.9	·	-1.1	-3
COc1ccc(OC)c(-c2csc(N(Cc3ccco3)C(=O)c3ccco3)n2)c1	2.9	-4	4.5	2	-0.1	-8	-3	-1.7	0.9	-1.5	-3
O=C(Nc1ccc(Cl)c(S(=O)(=O)N2CCCCC2)c1)c1ccco1	-0.8	2	-2.7	-4	-1.0	2	0	-3.0	1.8	-1.4	-15
COC(=O)c1[nH]c2cc(OC)ccc2c1NC(=O)CCN1CCCCC1	1.5	-7	-0.7	-3	-0.2	-14	-1	0.0	2.4	-0.4	-5
CC(C)n1c(-c2cccs2)nc2ccccc21	0.5	-22	-0.5	-5	0.0	-72	-11	-1.7	-0.2	-1.0	-13
COC(=O)[C@@H]1C[C@@H](C(=O)O)[C@H](C)C1(C)C	0.1	-6	0.5	8	-0.2	-15	1	-1.8	0.3	-0.7	6
CC(C)(C)SCCNS(=O)(=O)c1ccc2ccccc2c1	0.4	0	-3.1	-29	-0.8	1	0	-1.7	-2.4	-2.2	-2
C/C(=N\NC(=O)c1ccc(Br)cc1)c1ccccc1	1.0	0	0.6	-1	-0.6	1	-1	-1.1	6.6	-1.4	-4
O=C(Oc1ccc(N2C(=O)CCC2=O)cc1)c1ccccc1	0.1	-2	-0.4	-3	-0.5	-4	1	3.2	-0.7	-0.9	-20
CCOC(=O)CCCNC(=O)COC(=O)/C=C/c1ccc2c(c1)OCO2	1.4	-51	0.4	1	0.5	-168	-73	-0.2	-0.9	-1.6	-104
O=C(O)c1ccc(Cl)c(S(=O)(=O)NC(Cc2ccccc2)C(=O)O)c1 (stereo unspecified)	-0.6	-2	0.9	1	0.7	0	1	0.1	0.0	-1.2	-48
CC(=O)NN1C(=O)c2ccccc2NC1c1ccoc1 (stereo unspecified)	1.9	-316	-1.9	4	-0.6	i	-401	-0.8	-2.4	-2.0	-487
CC1c2nc3ccccc3n2C(CC(=O)NCc2ccccn2)C(=O)N1Cc1ccccc1 (stereo unspecified)	-0.7	1	1.0	3	0.3	3	6	-1.3	-11	-0.8	5
Cc1c(NC(=O)c2cccc(NC(=O)Cc3ccccc3Cl)c2)c(=O)n(-c2ccccc2)n1C	1.0	-3	-0.4	6	1.2	-15	0	-0.8	-1.5	-1.5	0
Cc1nn(Cc2ccc(Cl)cc2)c(=O)n1N(C)c1ncc(C(F)(F)F)cc1Cl	-1.1	3	-2.7	-5	-0.1	-10	1	-1.1	3.1	-1.8	0
CCOC(=O)c1ccc(NC(=O)CCN2C(=O)C3CC=CCC3C2=O)cc1 (stereo unspecified)	-0.1	4	4.7	-8	1.1	-3	3	0.4	-0.5	-1.3	-3
COc1ccc(C(C(=O)Nc2ccc(F)cc2)N2CCN(c3ccncc3)CC2)cc1 (stereo unspecified)	·	-2	5.2	-33	1.6	-11	-2	1.4	·	-1.3	0
Cc1cccc(NC(=O)CSCC(=O)Nc2cccc(S(=O)(=O)N3CCCCCC3)c2)c1	0.2	4	-1.3	-44	-1.4	6	-1	-1.3	1.3	-1.0	-6
COc1ccc2nc(C3CCCCC3)c3c(c2c1)CCC3	1.3	-4	0.9	-3	-0.5	-7	-1	-1.0	1.4	-1.5	-6
Cc1cccc(C2c3[nH]c4ccccc4c3CCN2C(=O)c2cc(CC(C)C)nc(C)n2)n1 (stereo unspecified)	1.2	0	-0.5	-17	-0.5	-1	1	1.6	4.5	0.1	2
COCCCN1CC(=O)N2C(c3ccccc3)c3[nH]c4ccccc4c3C[C@H]2C1=O (stereo partly specified)	-0.4	-4	0.4	1	0.3	-5	0	4.4	0.3	-0.6	-10
CN(C(=O)COC(=O)CSc1ccccc1)c1c(N)n(Cc2ccccc2)c(=O)[nH]c1=O	0.4	-4	-0.3	8	0.1	-7	9	-1.5	-2.3	-1.4	-2
C=C(C)C#CC(Cc1ccccc1)NCC1CC1 (stereo unspecified)	·	-3	1.3	5	-0.9	-7	0	-1.7	·	-1.1	-2
Cc1ccc(Cc2c(-c3ccc(C#N)cc3)nc3ccc(C)cn23)cc1	·	-39	8.1	0	0.9	-179	-126	1.8	·	-0.7	-161
O=C(COc1ccc(Cl)cc1)NCc1nnc(SCC(=O)NC2CCCCC2)o1	-0.1	-4	0.4	2	0.3	-9	0	1.0	0.1	-0.9	-1
Cc1cc(C(=O)OCC(=O)Nc2ccc(F)c(F)c2F)c(C)o1	0.1	-3	1.8	-2	0.8	1	-1	-1.1	1.6	-2.0	0
COc1ccc(C(=O)N/N=C(/C)c2cccc(NC(=O)c3ccncc3)c2)cc1OC	0.3	-1	0.5	2	0.7	5	-1	2.3	2.0	-1.3	-8
Cc1nn(-c2ccccc2)c(C)c1NC(=O)COC(=O)c1ccccc1OC(F)F	0.7	-4	-2.1	-1	-0.4	-5	-1	-0.8	3.4	-0.4	-2
Cc1cc(C)nc(N2CCCC(C(=O)NCc3cccc(C(F)(F)F)c3)C2)n1 (stereo unspecified)	-0.4	-2	1.9	-2	-0.1	6	0	-2.5	-0.3	-1.6	2

Some of the entries so far, with bars between the fields.
molecule | DAX1 inh-1 | ADAM17 inh | hgDAF-12 ag | HGIII-sPLA2 inh | DAX1 inh-2 | ADAM10 inh | PLC-gamma1 inh | hcDAF-12 act | GAA850 FXN act | ssDAF-12 act | PLC-beta3 inh
CN(C(=O)COC(=O)CSc1ccccc1)c1c(N)n(Cc2ccccc2)c(=O)[nH]c1=O | 0.4 | -4 | -0.3 | 8 | 0.1 | -7 | 9 | -1.5 | -2.3 | -1.4 | -2
Cc1nn(-c2ccccc2)c(C)c1NC(=O)COC(=O)c1ccccc1OC(F)F | 0.7 | -4 | -2.1 | -1 | -0.4 | -5 | -1 | -0.8 | 3.4 | -0.4 | -2
Cc1ccc(Cc2c(-c3ccc(C#N)cc3)nc3ccc(C)cn23)cc1 | · | -39 | 8.1 | 0 | 0.9 | -179 | -126 | 1.8 | · | -0.7 | -161
C=C(C)C#CC(Cc1ccccc1)NCC1CC1 (stereo unspecified) | · | -3 | 1.3 | 5 | -0.9 | -7 | 0 | -1.7 | · | -1.1 | -2

Assay outcomes: PubChem, The Scripps Research Institute Molecular Screening Center
